SMARCA2 activ: activators of SMARCA2 function. MG213 cells, MMTV-luciferase reporter, dexamethasone, overnight. activation, % at 9.1 µM. 1% of 370,000 active; in the data active = activation above about 7.8%;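 note: 0% = vehicle wells and 100% = reference activator wells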
DAX1 inh-1: DAX1 (NR0B1) inhibition, primary screen | HEK293T StAR-luciferase reporter, SF-1/DAX-1 repression relief | inhibition, % at 6.8 µM | 1.1% of 370,000 active | AID 652010;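 active = inhibition above the mean over all tested compounds plus 3 SD, cut at about 3.6% in these data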;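 note: 0% = DAX-1 cells with DMSO and 100% = cells lacking DAX-1 with DMSO; higher inhibition means more luminescence from relief of DAX-1 repression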
hgDAF12 agonist: activates the H. glycines DAF-12 receptor ligand-binding domain. HEK293 GAL4-hgDAF12 UAS-luciferase reporter, agonist luminescence; normalized to butyrate control. activation, % at 6.8 µM. 1.8% of 370,000 active. AID 687014;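 active = activation above a cutoff set at the mean of all screened compounds plus 3 SD, cut at about 10% in these data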;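 note: 0% = DMSO wells and 100% = sodium butyrate wells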
PG9 binder: binds the HIV-1 gp120 antibody PG9; 0.43% of 360,000 active; TR-FRET gp120-PG9 antibody binding; AID 624416; inhibition, % at 6.7 µM; in the data active = inhibition above about 8.5%
FXN GAA850 act: increases GAA850 frataxin promoter reporter activity; HEK293 lucGAA850 FXN promoter luciferase reporter, 24 h; percent of 10 µM SAHA response; activation, % at 6 µM; 0.56% of 360,000 active; AID 540364;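 active = activation above the average of all compounds screened plus 3 SD, cutoff fixed separately per campaign, cut at about 7.5% in these data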;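 note: 0% = DMSO wells and 100% = 10 µM SAHA wells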
NR1D1 modulator: modulates human Rev-erb alpha binding to DNA | activity, % at 10 µM | 0.79% of 370,000 active | AID 1259318 | Rev-erbα–FITC-DNA binding, fluorescence polarization, 90 min;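 active = activity above about 14%, limit read from the data; passing the limit was not always enough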;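 note: 0% = DMSO wells with 35 nM protein and 100% = DMSO wells with 750 nM protein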
hcDAF-12 act: H. contortus DAF-12 activation, primary screen; HEK293 hcDAF-12 lit1-tk-luc reporter, luminescence; 0% DMSO, 100% Δ7-dafachronic acid; activation, % at 6.8 µM; 1.4% of 370,000 active; AID 652067;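 active = activation above the mean of all tested compounds plus 3 SD, cut at about 5.5% in these data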;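 note: 100% = response to 3 µM Δ7-dafachronic acid high control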
ssDAF-12 act: activates DAF-12 receptor from parasite S. stercoralis | HEK293 ssDAF-12/GRIP1 lit1-tk-luc reporter, luminescence; % of 3 µM dafachronic acid response | activation, % at 6.8 µM | 1% of 370,000 active;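 active = activation above the mean over all tested compounds plus 3 SD, cut at about 0.9% in these data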;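 note: 0% = DMSO-only wells and 100% = 3 µM delta7-dafachronic acid wells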
PLC-beta3 inh: blocks human PLC-beta3 enzyme activity | 0.18% of 370,000 active | AID 720704 | inhibition, % at 12.2 µM | Purified PLC-beta3, fluorogenic substrate, fluorescence; in the data active = inhibition above about 11%;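 note: 0% = median of compound wells on plate and 100% = full blocker control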
Target sequence (Q01970 whole entry, looked up): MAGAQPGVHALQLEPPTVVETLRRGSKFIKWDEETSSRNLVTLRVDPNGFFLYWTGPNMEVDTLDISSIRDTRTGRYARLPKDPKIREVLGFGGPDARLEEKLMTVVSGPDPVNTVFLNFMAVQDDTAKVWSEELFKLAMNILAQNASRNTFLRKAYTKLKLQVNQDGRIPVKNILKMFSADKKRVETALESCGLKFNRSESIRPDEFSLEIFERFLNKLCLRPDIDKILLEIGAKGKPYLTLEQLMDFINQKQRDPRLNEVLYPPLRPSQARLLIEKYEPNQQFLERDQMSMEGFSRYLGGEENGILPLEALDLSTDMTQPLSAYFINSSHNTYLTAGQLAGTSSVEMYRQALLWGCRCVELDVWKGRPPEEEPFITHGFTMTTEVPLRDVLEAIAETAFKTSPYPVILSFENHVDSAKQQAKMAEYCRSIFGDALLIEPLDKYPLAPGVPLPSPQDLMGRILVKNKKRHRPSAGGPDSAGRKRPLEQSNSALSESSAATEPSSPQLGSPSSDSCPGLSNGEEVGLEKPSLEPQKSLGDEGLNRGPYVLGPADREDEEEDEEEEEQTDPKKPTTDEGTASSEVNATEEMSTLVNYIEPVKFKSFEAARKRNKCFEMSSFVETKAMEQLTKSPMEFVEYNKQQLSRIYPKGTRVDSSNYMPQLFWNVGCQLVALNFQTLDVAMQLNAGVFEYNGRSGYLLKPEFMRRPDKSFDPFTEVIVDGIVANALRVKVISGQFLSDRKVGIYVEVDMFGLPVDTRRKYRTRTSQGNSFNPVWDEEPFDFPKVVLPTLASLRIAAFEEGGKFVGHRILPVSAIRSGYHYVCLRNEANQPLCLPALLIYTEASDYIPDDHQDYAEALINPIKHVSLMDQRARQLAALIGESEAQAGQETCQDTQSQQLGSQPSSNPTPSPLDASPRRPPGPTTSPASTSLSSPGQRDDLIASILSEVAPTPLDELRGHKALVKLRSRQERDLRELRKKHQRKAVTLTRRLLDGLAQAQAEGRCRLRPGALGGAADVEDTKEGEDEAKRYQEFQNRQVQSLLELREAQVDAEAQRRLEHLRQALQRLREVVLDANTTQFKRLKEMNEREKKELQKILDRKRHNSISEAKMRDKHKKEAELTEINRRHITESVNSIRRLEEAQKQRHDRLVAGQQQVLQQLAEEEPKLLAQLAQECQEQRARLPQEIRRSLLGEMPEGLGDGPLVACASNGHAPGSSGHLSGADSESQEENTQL
DAX1 inh-2: inhibitors of human orphan nuclear receptor DAX1 (NR0B1); P51843; HEK293 Gal4-DAX1 luciferase reporter, luminescence; inhibition, % at 6.75 µM; 0.99% of 340,000 active; AID 504766;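 active = inhibition above the mean over all tested compounds plus 3 SD, cut at about 4.2% in these data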;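 note: 0% = DAX1-transfected cells with DMSO and 100% = empty-vector control cells with DMSO; inhibition shows as a rise in luminescence from relieved DAX1 repression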
HGIII-sPLA2 inh: Blocks human group III sPLA2 activity; QFRET BODIPY PC-A2 liposome hydrolysis, fluorescence; Q9NZ20; inhibition, % at 12.2 µM; 0.56% of 370,000 active;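 active = inhibition above mean plus 3 SD of compounds lying within the high and low control bounds, cut at about 19% in these data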;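 note: 0% = median of test compound wells and 100% = no enzyme DMSO wells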
* hit, by the source's call; . = not tested or not shown. Random draw from the library (roughly 7% active in at least one column).

entry	SMILES	hcDAF-12 act	FXN GAA850 act	hgDAF12 agonist	PG9 binder	DAX1 inh-1	DAX1 inh-2	NR1D1 modulator	HGIII-sPLA2 inh	ssDAF-12 act	PLC-beta3 inh	SMARCA2 activ
1	CCCCOc1ccc(C(C)NC(=O)C2CCCN(S(=O)(=O)CCC)C2)cc1 (stereo not drawn)	-1.6	-3.4	-1.4	0.6	-0.1	-0.1	1	20*	-1.4	1	-3
2	Cc1nc2ccc(S(=O)(=O)CCC(=O)NCc3ccc(Cl)cc3)cc2s1	-2.1	-2.1	-2.0	-1.6	0.1	.	-1	14	-0.9	2	-3
3	CC(Oc1cc2oc(=O)c3c(c2cc1Cl)CCCC3)C(=O)NCc1ccncc1 (stereo not drawn)	-2.6	-0.8	-2.4	0.3	-2.8	0.0	-9	4	-1.6	-2	1
4	CCOC(=O)Cn1cc(C#N)c(=O)[nH]c1=O	-0.4	1.1	0.1	-0.6	-0.5	1.5	2	-3	-1.3	-8	3
5	O=C(NCc1ccccc1)/C(=C\c1ccc([N+](=O)[O-])cc1)NC(=O)c1ccco1	-0.2	-1.4	4.4	-1.8	-0.9	1.4	-1	-2	-0.4	-10	2
6	Cc1c(Cl)ccc(S(=O)(=O)NCCN2CCOCC2)c1Cl	-0.4	1.3	-3.7	-0.9	0.0	0.3	6	1	-1.1	-6	-3
7	Cc1cccc(NC(=O)CN2CCN(C(=O)c3c(C)nn(Cc4ccccc4)c3C)CC2)c1C	-1.1	0.1	0.9	-0.2	-0.6	-0.1	2	0	-0.6	-2	-3
8	COc1cc(-c2n[nH]c(=S)n2-c2cc(C(F)(F)F)ccc2Cl)cc(OC)c1OC	2.0	2.0	0.8	0.7	0.8	2.0	0	14	0.4	-1	2
9	O=C(CN1CCCCCC1)Nc1ccccc1Cl	0.2	3.2	-0.5	-0.4	-0.7	-0.1	4	10	-1.4	-4	-1
10	OC1CCN(c2ncnc3c2nnn3Cc2c(F)cccc2Cl)CC1	1.9	0.8	0.3	-2.0	-0.9	-1.3	3	-4	-1.3	4	2
11	O=C(COC(=O)Cc1ccc(-c2ccccc2)cc1)NCc1ccc(F)cc1	-2.5	1.0	-1.3	2.9	-0.1	-0.1	1	4	-1.4	-3	-1
12	N=c1oc2ccc(Cl)cc2cc1C(=O)NC1CCCCCC1	3.7	0.8	0.4	0.3	0.4	0.6	-2	-9	0.0	-8	-1
13	CCc1nn(CC(=O)O)c(=O)c2ccccc12	-1.6	-0.4	-0.1	-0.3	0.9	0.0	4	2	-0.3	-1	-2
14	COc1cccc2cc(C(=O)N3CCN(C45CC6CC(CC(C6)C4)C5)CC3)c(=O)oc12	0.0	2.5	-1.0	-0.9	-0.7	-0.3	3	-3	-1.1	-81	-4
15	CC(C)COC(=O)N(C)C[C@H]1OCc2cn(nn2)CCCC(=O)N([C@@H](C)CO)C[C@@H]1C	1.0	.	1.3	0.1	-0.4	.	-2	11	-0.5	1	-6
16	CC(Oc1ccc2c(-c3ccccc3)cc(=O)oc2c1)C(=O)NC(Cc1c[nH]c2ccccc12)C(=O)O (stereo not drawn)	1.4	1.4	4.8	-1.8	0.5	0.3	-3	-110	0.7	-8	4
17	O=S(=O)(c1ccc(N2CCOCC2)cc1)N1CCOCC1	-1.0	0.3	0.0	0.4	0.2	1.7	-6	10	-0.7	-1	-8
18	c1ccc(-c2nnc3sc(-c4csc5c4CCCC5)nn23)cc1	1.0	6.9	-0.1	-3.0	0.4	-0.3	1	0	-0.7	-3	3
19	N#CC(C#N)=C1CCc2ccccc2N1	-1.0	0.2	0.0	-1.6	0.2	-0.1	-6	6	-1.1	2	0
20	CCOc1ccc(S(=O)(=O)Nc2cccc(C(=O)N3CCN(c4ccccn4)CC3)c2)cc1	-0.8	2.4	-3.5	0.1	-0.6	0.0	0	-20	-1.9	-2	-2
21	COc1ccccc1C(=O)NC(=O)Nc1nc(-c2ccccc2)cc(C(F)(F)F)n1	-0.8	2.3	-1.5	-2.4	0.0	-0.3	-4	-5	-1.6	-3	-1
22	CC(=O)c1ccc(N(CC(=O)NC2CCCCC2)C(=O)CNC(=O)c2cccs2)cc1	-0.3	-0.6	-1.6	1.9	0.1	0.9	5	8	-0.9	-5	-3
23	COc1ccc(N2CCN(CC(=O)Nc3c(C)cccc3C)CC2)cc1	-3.0	0.1	-3.6	-0.1	-1.1	0.1	-7	12	-1.2	1	-6
24	CCCc1cc(=O)oc2cc(OCC(=O)NCC(O)c3ccccc3)ccc12 (stereo not drawn)	-1.8	-2.4	-0.3	0.7	-4.0	0.3	-7	10	-1.2	1	3
25	CCCCN(C=O)c1c(CC)nc2c(OCc3ccc(S(C)(=O)=O)cc3)cccn12	-2.0	0.5	-4.0	-0.1	-0.1	.	-3	7	-1.4	-9	-5
26	O=C1NC[C@H](CCCCN2C[C@H](Cc3ccc(O)cc3)N(CCc3ccc(O)cc3)C(=O)C2=O)N(Cc2ccccc2)C1=O	-0.5	.	-3.4	-0.1	-0.6	.	-2	4	-1.3	5	2
27	O=C1CC(c2ccccc2)CC(O)=C1C=NCCCO (stereo not drawn)	-1.2	0.0	0.1	-1.1	-0.2	-0.7	5	-2	-1.6	-2	-1
28	Cc1ccc(CNS(=O)(=O)c2ccc(Br)s2)cc1	-0.9	-0.8	-1.2	-2.2	0.1	-0.9	-5	-13	-0.8	-4	-1
29	CCOc1ccc(S(=O)(=O)N2CCC(C(=O)NCc3ccco3)CC2)cc1C	-0.7	-1.0	0.8	0.1	-0.3	-0.6	0	-19	-1.4	-6	0
30	COc1ccc(-c2cc3nc(-c4ccccc4)cc(N4CCC(O)CC4)n3n2)cc1	-3.3	3.6	-4.9	-0.1	0.1	-1.2	-1	6	-0.9	-385	2
31	COCCN(C(=O)C1CCCO1)c1c(N)n(CC(C)C)c(=O)[nH]c1=O (stereo not drawn)	0.6	-0.5	0.4	1.3	-0.6	0.5	-3	10	-1.4	-10	-4
32	COCCNC(=O)C1(C)CCCN(Cc2cn(C)c3ccccc23)C1 (stereo not drawn)	-1.4	-2.0	1.0	-0.5	0.8	.	-2	5	-1.0	1	4
33	COc1cc(C2Nc3ccc4ncccc4c3C3=C2C(=O)CCC3)ccc1O (stereo not drawn)	-0.4	-0.8	2.5	-3.9	-2.1	-2.3	1	-1	-1.2	-5	5
34	O=C(NCCNC(=O)c1cccs1)c1ccco1	-0.3	0.5	0.3	-0.7	0.2	0.0	1	-2	-0.9	4	-1
35	Cc1cccc(NC(=O)CC2C(=O)NC3CCCCC3N2C(=O)c2ccccc2Cl)c1 (stereo not drawn)	-0.7	-0.2	-1.0	1.9	-0.4	0.7	1	-2	0.7	-8	-2
36	CC(C)C[C@H]1COc2cccc(F)c2S(=O)(=O)N1Cc1cn(CCC2OCCO2)nn1	-2.6	.	-1.6	.	0.6	.	-3	1	-1.6	-1	-2
37	Cc1ccc(S(=O)(=O)NCC(=O)OCC(=O)N(C)C2CCCCC2)cc1	-0.9	-0.6	4.2	0.0	-0.6	0.8	1	2	-1.3	-5	-2
38	CCCn1c(=O)c2ccccc2n2c(SCC(=O)c3ccccc3)nnc12	0.9	-0.7	-3.1	-1.6	-0.1	-0.4	.	-10	-1.1	0	1
39	Cc1c(NC(=O)CSc2nnc3sc4ccccc4n23)c(=O)n(-c2ccccc2)n1C	-0.3	-0.2	-0.6	-0.3	-0.9	0.5	1	-2	-0.4	4	-2
40	Cc1nnsc1C(=O)NC(C)c1ccccc1 (stereo not drawn)	-1.5	2.2	-1.5	1.7	-0.3	0.2	-3	5	-1.0	-9	-1
41	O=C(CSc1nncn1-c1ccccc1)NC1CCCC1	0.0	0.5	0.3	-0.6	-0.7	0.2	-1	12	-0.5	-3	4
42	CCOc1ccccc1N1CCN(S(=O)(=O)CC)CC1	-0.5	-0.5	1.6	-0.6	0.0	1.3	5	-2	-1.5	2	0
43	CC(=O)c1cc(F)c(N2CCCCCC2)cc1C	-0.2	0.9	0.5	-0.3	0.0	0.8	7	11	-0.9	-13	-2
44	Cc1nc(SCC(=O)Nc2c(C)n(C)n(-c3ccccc3)c2=O)[nH]c(=O)c1C	-1.1	-0.8	0.1	-3.2	-0.2	0.3	-1	-1	-1.9	7	2
45	Nc1ccccc1C(=O)NN=Cc1cccnc1	0.6	.	5.5	-1.1	1.6	.	-5	7	-1.1	-75	5
46	CC1CCCCN1CCNC(=O)C1CCCN(S(=O)(=O)c2cccc3nsnc23)C1 (stereo not drawn)	-1.6	0.0	3.4	-0.3	-0.7	0.3	-4	3	-1.1	-4	1
47	CCc1nc2sc3c(c2c(=S)[nH]1)CC(C)(C)OC3	-2.4	3.8	4.4	5.2	0.4	3.9	-3	9	-1.2	-8	0
48	CS(=O)(=O)c1cccc(C(=O)NC(c2ccccc2)c2ccccc2)c1	-1.2	3.2	0.4	0.6	-0.4	0.7	0	0	-1.4	-1	1
49	COc1ccccc1C(=O)N/C(=C/c1cccc([N+](=O)[O-])c1)C(=O)Nc1cccc(C(=O)O)c1	-0.2	0.3	-3.7	-0.1	-0.1	0.3	-2	4	-1.0	3	-4
50	O=C1NC(=O)C(c2ccccc2[N+](=O)[O-])=C1Nc1ccc(O)c(Cl)c1	0.7	2.8	-4.3	-5.0	-0.5	0.5	-3	-6	-0.6	-13	-1
51	COCCn1c(SCC(=O)N2CCCC2)nnc1C(C)C	-1.0	0.3	-0.3	0.0	-0.3	1.2	-2	-4	-0.8	4	0
52	NC(=O)N/N=C/c1coc2ccc3ccccc3c2c1=O	-1.2	-0.2	2.1	-2.0	0.4	0.5	-5	2	-0.7	-7	-1
53	CS(=O)(=O)N1CCN(C(=O)c2cc(-c3cccnc3)nc3ccc(Cl)cc23)CC1	1.5	-2.2	1.1	-1.4	-0.1	-0.5	2	3	0.3	1	1
54	O=[N+]([O-])c1cc(CN2CCCC2)ccc1Sc1ccc(Cl)cc1	-0.2	2.3	0.8	0.6	-0.2	0.5	0	5	-1.1	2	-1
55	Cn1c(=O)n(C)c(=O)n(CC(=O)N2CCCCC2)c1=O	-0.4	-1.8	3.2	-2.1	-0.1	2.0	2	6	-0.2	-1	-4
56	O=C(CSc1ncnc2sccc12)N1CCN(C(=O)c2cccs2)CC1	-0.6	-0.3	-2.6	-2.9	-1.8	-0.6	3	-2	-1.5	-4	1
57	O=C1CN(C(=O)N[C@@H](Cc2ccccc2)C(=O)N[C@@H](Cc2ccccc2)C(=O)O)c2ccccc2N1	-0.1	0.8	-1.7	-0.2	0.6	1.1	0	-1	-1.2	2	6
58	CC(OC(=O)c1cnc2ccccc2n1)c1ccccc1Cl (stereo not drawn)	1.6	2.7	4.9	0.8	0.3	-1.0	1	-4	-0.4	-5	0
59	Cc1ccc2cc(C#N)c(N3CCCN(C(=O)C4CCCO4)CC3)nc2c1 (stereo not drawn)	-0.4	-1.1	-0.8	-1.8	-0.5	0.5	3	-15	-1.0	-220	2
60	O=C(Nc1ccccc1C(F)(F)F)c1ccc2nccnc2c1	-0.2	-0.6	0.1	-2.0	-0.2	0.1	4	5	0.5	-16	0

Source: PubChem
